Casp6 inh: blocks human caspase-6 cleavage activity; P55212; purified caspase-6, Z-VEID-R110 cleavage fluorescence; inhibition, % at 12.5 µM; 350,000 tested, 0.53% active;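 active = mean inhibition across replicates at least about 35%, with every replicate also reaching that limit, limit read from the data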;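 also: 0% = median of neutral control wells and 100% = no fluorescence left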
Target sequence (P55212 24-179 limits assumed): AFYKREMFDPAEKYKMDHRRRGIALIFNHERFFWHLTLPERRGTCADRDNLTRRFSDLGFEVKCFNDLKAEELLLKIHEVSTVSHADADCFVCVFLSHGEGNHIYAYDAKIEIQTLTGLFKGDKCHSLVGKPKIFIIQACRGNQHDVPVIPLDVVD
Target sequence (P55212 194-293 limits assumed): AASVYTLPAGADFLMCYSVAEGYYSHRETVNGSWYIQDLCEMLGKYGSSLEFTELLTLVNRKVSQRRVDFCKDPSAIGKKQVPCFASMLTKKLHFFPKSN
FN deposition inh: fibronectin deposition inhibition | inhibition, % at 12.6 µM | AH1F fibroblasts, Alexa488-fibronectin deposition fluorescence, overnight | 350,000 tested, 0.086% active;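 active = mean inhibition across replicates of 30% or more, regardless of how many single replicates reach that level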;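 also: positive control wells lacked labelled fibronectin entirely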
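Schedule: 1 h cell adhesion before compound, then overnight fibronectin incubation; test system: AH1F fibroblast monolayer depositing Alexa488-labelled fibronectin into matrix; quantity: 10000 AH1F cells per well; probe or stimulus: fluorescent fibronectin at 24 nM final; signal: fluorescence, ex 485 nm, em 525 nm; evaluation: percent inhibition as loss of matrix-bound fibronectin fluorescence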
S100A4 inh HTS: S100A4-myosin IIA interaction inhibition; P26447; S100A4/TAMRA-MyoIIA peptide fluorescence polarization; inhibition, % at 10.7 µM; 360,000 tested, 0.14% active; AID 652163;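 active = mean inhibition of at least 70% across replicates, with every replicate also reaching that level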
Target sequence (P26447 whole entry, looked up): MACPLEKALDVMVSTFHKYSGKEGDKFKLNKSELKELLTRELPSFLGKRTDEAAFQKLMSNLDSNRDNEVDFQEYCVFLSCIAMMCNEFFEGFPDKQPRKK
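Material: S100A4 monomer protein | Medium: HEPES pH 7.2 with CaCl2, KCl, NaCl, DTT, Triton | Reagent: Labelled myosin peptide probe, 5 nM | Doses: One dose per compound | Times: 5 min incubation before reading | Benchmarks: Neutral control DMSO, positive control TFP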
esBAF inh: SWI/SNF esBAF complex inhibition. reporter increase, % at 12.5 µM. AID 602393. 350,000 tested, 2% active. mouse ES cells, Bmi1-luciferase knock-in reporter, 24 h; 100% = twice the neutral-well signal; in the data active = activation above about 40%;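 also: 0% = median of the plate's neutral control wells and 100% = double that signal; a rise in the Bmi1 reporter signal indicates esBAF inhibition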
Statin myotox sup: protects C2C12 myotubes from simvastatin toxicity; ATP luminescence, 48 h; scaled: DMSO 0, geranylgeraniol control 100; rescue of ATP level, % at 7.49 µM; 330,000 tested, 0.78% active; AID 602340;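 active = mean ATP rescue above about 67%, or every replicate alone reaching that limit, limit read from the data, passing the limit was not always enough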;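 also: myotubes were challenged with 10 µM simvastatin during compound exposure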
SIRT5 block: inhibitors of human sirtuin-5 desuccinylase; Purified SirT5, succinyl-peptide AMC, trypsin-coupled fluorescence; inhibition, % at 15 µM; 330,000 tested, 1.1% active; AID 652115; Q9NXA8; in the data active = inhibition above about 15%
Target sequence (Q9NXA8 whole entry, looked up): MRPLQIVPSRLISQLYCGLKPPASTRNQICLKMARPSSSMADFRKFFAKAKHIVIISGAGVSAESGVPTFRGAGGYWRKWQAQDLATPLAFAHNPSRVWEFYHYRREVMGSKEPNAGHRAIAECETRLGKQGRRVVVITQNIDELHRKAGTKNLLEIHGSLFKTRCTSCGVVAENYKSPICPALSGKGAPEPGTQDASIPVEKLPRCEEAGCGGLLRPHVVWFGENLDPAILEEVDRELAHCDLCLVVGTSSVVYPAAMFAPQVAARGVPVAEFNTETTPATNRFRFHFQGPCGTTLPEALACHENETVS
LGR2 inh: blocks bursicon-induced cAMP signaling via Drosophila LGR2. HEK293 LGR2, CRE-luciferase, bursicon-stimulated, 4 h. inhibition, % at 9.99 µM. 380,000 tested, 0.35% active;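 active = drop in luminescence signal, shown as inhibition above about 50% in the replicate tests, limit read from the data, passing the limit was not always enough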;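 also: agonist challenge used bursicon conditioned medium at about half maximal strength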
The depositor's hits bear a star; / = not tested or not shown. This is a subset (hit frequency here may not be typical).

SMILES	Casp6 inh	FN deposition inh	S100A4 inh HTS	esBAF inh	Statin myotox sup	SIRT5 block	LGR2 inh
C[C@@H]1CN([C@H](C)CO)C(=O)c2cc(-c3ccccc3)cnc2O[C@H]1CN(C)C(=O)C1CCOCC1	0	/	23	0	12	-7	14
O=[N+]([O-])c1cc(-c2csc(NCCc3nc4cc(C(F)(F)F)ccc4n3CCCO)n2)ccc1Cl	6	-20	-4	-2	-19	-1	0
CCN1CCN(C(=O)CNC(=O)c2nn(-c3ccc(OC)cc3)c(=O)c3ccccc23)CC1	-3	-1	-6	6	17	-2	-11
COc1ccc(C(CNC(=O)c2cccc(S(=O)(=O)N3CCc4ccccc43)c2)N(C)C)cc1 (configuration not stated)	-1	-3	-4	5	5	/	/
COC(=O)c1ccc(Cn2c(C)c(C(=O)NCc3cccc(C(F)(F)F)c3)sc2=O)o1	0	-14	-3	16	8	/	7
Cc1cccc(/C=N/n2c(-c3ccccc3)n[nH]c2=S)c1O	2	-7	-3	-4	-4	1	-12
CC1Cc2ccccc2N1C(=O)COC(=O)c1ccco1 (configuration not stated)	3	5	6	-4	10	-4	-6
CCOc1ccccc1NC(=O)CCNC(=O)N1CC(=O)Nc2ccccc21	-4	11	-1	-9	3	2	3
CCC(C)(C)C1CCC2(CC1)NC(=O)N(CC(=O)N(C)CCOc1ccc(Cl)cc1)C2=O (configuration not stated)	-2	2	-1	0	16	2	11
CCOc1ccc(-n2cnnn2)cc1S(=O)(=O)N1CCCCC1	/	5	/	-2	13	/	/
C[C@@H]1CN([C@H](C)CO)C(=O)c2cc(NC(=O)Nc3ccc(C(F)(F)F)cc3)ccc2O[C@@H]1CN(C)Cc1ccncc1	-2	/	7	3	-10	2	-26
CCN(CC)S(=O)(=O)c1ccc2[nH]c(=O)cc(C(=O)Nc3ccccc3N3CCCC3)c2c1	-3	4	-2	-1	10	-5	2
CNC[C@@H]1OCc2cn(nn2)CCCC(=O)N([C@@H](C)CO)C[C@H]1C	-3	11	-4	0	-15	-4	8
COc1ccc(Cl)cc1NC(=O)NCCN1CCNC1=O	4	2	-6	/	/	1	-28
CCc1nc2ccc(Cc3ccc4nc(CC)[nH]c4c3)cc2[nH]1	-7	7	-8	10	-8	5	-13
CCCCN(CC)Cc1ccc(CNC(=O)Nc2ccccc2)o1	-8	/	-11	1	0	-7	8
O=C(Cn1cc(SCc2ccc(F)cc2)c2ccccc21)N1CCOCC1	-1	3	1	38	9	-9	-45
CCCC#Cc1ccc2c(c1)O[C@H](CN(C)Cc1ccccn1)[C@H](C)CN([C@@H](C)CO)S2(=O)=O	-2	2	1	-1	-5	0	26
CCOC(=O)CN1C(=O)/C(=C/c2ccc(Cl)cc2)Oc2ccccc21	-2	-8	0	/	/	-5	7
CO[C@H]1CN(C)C(=O)c2ccc(NC(=O)C3CC3)cc2OC[C@H](C)N(Cc2cc(F)ccc2F)C[C@H]1C	-6	10	-1	5	16	2	-3
COc1ccc(C)cc1S(=O)(=O)N(CC(=O)N1CCOCC1)Cc1ccccc1	/	5	/	-3	13	/	/
Cc1noc(C)c1S(=O)(=O)Nc1cccc2c1O[C@H](CN(C)Cc1ccc(Oc3ccccc3)cc1)[C@H](C)CN([C@@H](C)CO)C2=O	2	/	27	-1	16	-2	15
Cc1ccccc1CN1C[C@@H]2C[C@@H](c3cnc(N4CCOCC4)s3)N3CCC[C@@]23C1=O	4	0	13	/	/	1	25
O=C(C[C@H]1C[C@H]2c3cc(NC(=O)NC4CCCC4)ccc3O[C@H]2[C@H](CO)O1)NCc1ccccn1	0	0	-6	/	/	-2	-6
CCc1ccc(NC(=O)C(=O)c2cn(CC(=O)N3CCCCC3)c3ccccc23)cc1	/	-6	/	8	18	/	-14
O=C1C=C(c2ccc(O)cc2)C[C@@H](c2ccc3c(c2)OCO3)C1	-2	-1	2	2	8	/	-1
OC[C@H]1O[C@@](CO)(O[C@H]2O[C@H](CO)[C@@H](O)[C@H](O)[C@H]2O)[C@@H](O[C@H]2O[C@H](CO)[C@@H](O)[C@H](O)[C@H]2O)[C@@H]1O	0	/	-4	3	4	0	-8
Cc1ccnc(NC(c2ccsc2)c2ccc3ccc(C)nc3c2O)c1 (configuration not stated)	6	/	1	-37	10	-5	/
C[C@@H]1CCCCO[C@H](CN(C)C(=O)c2ccncc2)[C@H](C)CN([C@@H](C)CO)C(=O)c2cc(NS(=O)(=O)c3cn(C)cn3)ccc2O1	-2	/	2	-7	/	-2	-8
COc1ccccc1NC(=O)c1ccc(NC(=O)CN2C(=O)CN(C)C2=O)cc1	-2	-4	2	/	/	/	-5
Cc1[nH]n(-c2ccccc2)c(=O)c1N=Nc1cccc([N+](=O)[O-])c1	0	5	2	20	-3	3	-5
C=CC[C@]1(C(=O)OC)N=C(c2ccc(OCCCO)cc2)O[C@H]1c1ccccc1	-2	/	-1	/	/	-1	/
C[C@@H]1CCCCO[C@H](CN(C)S(=O)(=O)c2ccccc2)[C@H](C)CN([C@@H](C)CO)C(=O)c2cc(NC(=O)NC3CCCCC3)ccc2O1	3	8	-11	2	/	9	4
CCc1ccc(OCC(=O)NCC(c2ccc(Cl)cc2)N2CCCCC2)cc1 (configuration not stated)	6	-7	3	0	41	0	32
CC(=O)N1N=C(c2ccc(Cl)cc2)CC1c1ccc([N+](=O)[O-])cc1 (configuration not stated)	-3	-3	-4	1	14	-3	-15
COC(=O)c1ccc(CSCC(=O)Nc2ccccc2)cc1	-3	/	-3	5	0	-1	10

Profiles as entered above. Screens in order: Casp6 inh, FN deposition inh, S100A4 inh HTS, esBAF inh, Statin myotox sup, SIRT5 block, LGR2 inh
Shown for C=CC[C@]1(C(=O)OC)N=C(c2ccc(OCCCO)cc2)O[C@H]1c1ccccc1 → -2, /, -1, /, /, -1, /
Shown for OC[C@H]1O[C@@](CO)(O[C@H]2O[C@H](CO)[C@@H](O)[C@H](O)[C@H]2O)[C@@H](O[C@H]2O[C@H](CO)[C@@H](O)[C@H](O)[C@H]2O)[C@@H]1O → 0, /, -4, 3, 4, 0, -8

(list continues)
SMILES	Casp6 inh	FN deposition inh	S100A4 inh HTS	esBAF inh	Statin myotox sup	SIRT5 block	LGR2 inh
Cc1sc2nc(-c3ccccc3F)oc(=O)c2c1C	-1	1	-3	23	2	-5	-15
COc1cc(OC)c2ccc(=O)oc2c1C(CC(=O)N1CCOCC1)c1ccc2c(c1)OCO2 (configuration not stated)	4	0	-2	7	22	/	-1
Cc1cccc2sc(NC(=O)Cn3c(C)csc3=O)nc12	-3	6	-5	-4	-4	-2	11
CC(=O)c1ccc(-n2cc(-c3ccc(C(C)(C)C)cc3)[n+]3c2SCCC3)cc1	-4	-7	-6	/	/	-2	15
CC(NS(=O)(=O)c1ccc2c(c1)C(=O)c1cc(S(=O)(=O)NC(C)C(=O)O)ccc1-2)C(=O)O (configuration not stated)	7	13	-2	/	/	5	1
CCN(CC)CCN(C(=O)c1cc2ccccc2cc1OC)c1nc2ccc(OC)cc2s1	-3	2	-1	-6	-6	4	-3
COc1ccc(C2C(C(=O)Nc3ccc(OC)c(OC)c3)c3ccccc3C(=O)N2C)cc1 (configuration not stated)	1	/	2	/	/	-1	-2
O=C(Cc1ccccc1)NCC(=O)N/N=C/c1ccc(Cl)cc1	-5	7	3	/	/	2	-1
CCCc1nnc(NC(=O)CCC(=O)N2CCN(Cc3ccc(C)cc3C)CC2)s1	3	-4	6	3	1	-5	-6
COc1ccccc1S(=O)(=O)N(C)C[C@H]1Oc2cc(/C=C/c3ccccc3)ccc2S(=O)(=O)N([C@@H](C)CO)C[C@H]1C	-1	/	11	3	/	-2	7
COc1ccc(C=CC(=O)C=CC=Cc2ccccc2)cc1	-3	/	0	-11	17	/	-18
CCc1nc2ccccc2n1Cc1ccc(F)cc1	-1	-12	-5	/	/	0	6
O=C(c1cc2nc(-c3ccco3)cc(C(F)(F)F)n2n1)N1CCN(c2ccc(F)cc2)CC1	11	/	-5	-5	19	5	-3
CC(C)(C)NC(=O)C(c1ccc(-c2ccccc2)cc1)N(C[C@H]1CC[C@@H]([C@@H]2CC[C@H](CO)O2)O1)C(=O)c1ccc(C(C)(C)C)cc1 (some centres not stated)	3	-13	-10	19	5	2	11
COC(=O)C[C@@H]1C=C[C@@H](NC(=O)Nc2cccc(F)c2)[C@@H](CO)O1	2	9	-1	/	/	-4	0
CCOc1ccc(C2CC(c3ccccc3)Nc3nc(N)nn32)cc1 (configuration not stated)	/	15	/	1	1	/	/
O=C(C[C@H]1C[C@H]2c3cc(NC(=O)C4CCOCC4)ccc3O[C@H]2[C@H](CO)O1)NCc1ccc(Oc2ccccc2)cc1	0	/	10	8	-3	-1	11
O=C(/C=C/c1ccccc1Cl)Nc1ccc(S(=O)(=O)Nc2ncccn2)cc1	2	0	4	/	/	-2	1
CCOc1ccc(N2C(=O)c3cccnc3C2Nc2ccc(OC)cc2)cc1 (configuration not stated)	/	6	/	3	0	/	7
CN1C(=O)c2cc(NC(=O)c3ccc(F)c(F)c3)ccc2OC[C@H]2O[C@@H](CC(=O)O)CC[C@H]21	/	-28	/	0	10	/	13
CCc1ccc(NC2=NCC(c3ccccc3)S2)cc1 (configuration not stated)	2	0	0	/	/	-12	-131
O=C1CCc2cc(S(=O)(=O)Nc3ccccc3Cl)ccc2N1	9	1	-2	0	-10	-1	-7
COc1ccc(OC)c(NC(=O)c2ccc3c(c2)C(=O)N(c2ccc(OC(C)=O)cc2)C3=O)c1	3	2	4	-7	3	1	-11
O=C(Nc1sc2c(c1C(=O)NCc1cccnc1)CCCC2)c1ccco1	/	-4	/	3	19	/	/
COCCCNC(=S)Nc1cc(C)c(C)cc1C	-4	4	0	-1	7	1	/
Cc1ccc2cc(CN(c3ccc(C)c(C)c3)S(C)(=O)=O)c(=O)[nH]c2c1	6	-11	0	/	/	-3	/

6 entries from above, in markdown:
| Structure | Casp6 inh | FN deposition inh | S100A4 inh HTS | esBAF inh | Statin myotox sup | SIRT5 block | LGR2 inh |
| --- | --- | --- | --- | --- | --- | --- | --- |
| Cc1ccc2cc(CN(c3ccc(C)c(C)c3)S(C)(=O)=O)c(=O)[nH]c2c1 | 6 | -11 | 0 | / | / | -3 | / |
| O=C(/C=C/c1ccccc1Cl)Nc1ccc(S(=O)(=O)Nc2ncccn2)cc1 | 2 | 0 | 4 | / | / | -2 | 1 |
| COC(=O)C[C@@H]1C=C[C@@H](NC(=O)Nc2cccc(F)c2)[C@@H](CO)O1 | 2 | 9 | -1 | / | / | -4 | 0 |
| CCOc1ccc(C2CC(c3ccccc3)Nc3nc(N)nn32)cc1 (configuration not stated) | / | 15 | / | 1 | 1 | / | / |
| O=C(C[C@H]1C[C@H]2c3cc(NC(=O)C4CCOCC4)ccc3O[C@H]2[C@H](CO)O1)NCc1ccc(Oc2ccccc2)cc1 | 0 | / | 10 | 8 | -3 | -1 | 11 |
| CN1C(=O)c2cc(NC(=O)c3ccc(F)c(F)c3)ccc2OC[C@H]2O[C@@H](CC(=O)O)CC[C@H]21 | / | -28 | / | 0 | 10 | / | 13 |
